Source: PubChem BioAssay (National Center for Advancing Translational Sciences (NCATS))
PTHR1 ag: qHTS for PTHR1 Agonists: Primary Screen; Parathyroid hormone/parathyroid hormone-related peptide receptor (Homo sapiens), Q03431; HEK293 GP2 PTHR1 cells, GloSensor cAMP luminescence, 1 h; Potency, µM (series often up to 115 µM), for the others: at the highest dose activation, usual class: activators; 410,000 tested, 0.075% active; further: nearly all actives have a fitted effect of over 55% in size; some results filed as inactive show a strong effect at the top dose; inactives centre near -15; many of its hits are not listed in these tables
Target sequence (Q03431 whole entry, looked up): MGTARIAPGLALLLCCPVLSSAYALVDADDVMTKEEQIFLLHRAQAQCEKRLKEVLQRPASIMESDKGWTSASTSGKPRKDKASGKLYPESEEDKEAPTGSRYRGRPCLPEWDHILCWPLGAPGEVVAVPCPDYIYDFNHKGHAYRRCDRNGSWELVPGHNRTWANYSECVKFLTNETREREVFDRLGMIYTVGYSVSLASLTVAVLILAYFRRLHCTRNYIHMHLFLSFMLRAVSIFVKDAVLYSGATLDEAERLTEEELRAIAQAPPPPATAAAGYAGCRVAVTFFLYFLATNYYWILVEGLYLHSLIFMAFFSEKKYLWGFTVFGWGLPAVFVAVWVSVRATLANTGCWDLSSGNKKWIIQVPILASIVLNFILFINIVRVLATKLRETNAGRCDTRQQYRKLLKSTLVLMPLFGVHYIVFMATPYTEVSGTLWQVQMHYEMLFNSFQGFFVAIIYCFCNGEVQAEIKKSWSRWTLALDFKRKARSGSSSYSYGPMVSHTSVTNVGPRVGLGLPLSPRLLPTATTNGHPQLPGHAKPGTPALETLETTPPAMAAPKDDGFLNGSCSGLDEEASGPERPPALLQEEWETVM
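HEK-293-derived GP2 cells expressing PTHR1 and a GloSensor cAMP reporter, 3,000/well, plated overnight, given luciferin plus IBMX (each 0.5 mM as added) for 1 h at 37 °C, then compound for 1 h at 37 °C. Luminescence was read after 15 min at room temperature.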
TDP-43 yeast inh: qHTS of TDP-43 Inhibitors. 410,000 tested, 1.8% active. Potency, µM (top dose mostly 46.1 µM), for the others: at the top dose growth rescue (activation), actives largely listed as activators. AID 652104, 2013. TDP-43 expressing yeast growth rescue, BacTiter-Glo, 24 h; further: % of control where 0% means no effect; nearly all actives have a fitted effect of over 50% in size
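Galactose-induced TDP-43 yeast, OD600=0.02, compound pinned; 24 hr, 30 deg C; BacTiter-Glo luminescence for growth. Inhibitors of TDP-43 toxicity read as activators.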
EPAC1 antagonist: qHTS for Antagonist of cAMP-regulated guanine nucleotide exchange factor 3 (EPAC1): primary screen; 360,000 tested, 0.14% active; EPAC1 GEF assay, Rap1b-BODIPY-GDP exchange fluorescence; Rap guanine nucleotide exchange factor 3 (Homo sapiens), O95398; Potency, µM (doses to about 115 µM), inactives show at the top dose activity change, negative = inhibition, most hits filed as inhibitors; AID 720709, 2013;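 further: plate controls were vehicle for no effect and positive control for full effect; nearly all actives have a fitted effect of over 50% in size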
aSyn yeast inh: qHTS of alpha-syn Inhibitors | Yeast expressing alpha-synuclein, growth rescue, BacTiter-Glo, 24 h | Potency, µM (titrated, usually from 46.1 µM), inactives show top-dose growth rescue (activation), most hits filed as activators | 370,000 tested, 0.14% active; further: % of control where 0% means no effect; nearly all actives have a fitted effect of over 65% in size
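Readout is rescue of growth in alpha-synuclein-expressing yeast, so inhibitors of toxicity appear as activators. Growth after 24 hr at 30 deg C in galactose medium is quantified by luminescence.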
EPAC1 agonist: qHTS for Agonist of cAMP-regulated guanine nucleotide exchange factor 3 (EPAC1): primary screen; Rap guanine nucleotide exchange factor 3 (Homo sapiens), O95398; EPAC1 agonist qHTS, biochemical assay; response scale: 100% = response to 6.5 mM cAMP; Potency, µM (titrated, usually from 154 µM), for the others: top-dose activation, most hits filed as activators; 360,000 tested, 0.073% active; further: nearly all actives have a fitted effect of over 60% in size
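Normalized to 6.5 mM cAMP, activity reflects EPAC1-catalysed release of BODIPY-GDP from Rap1B, followed kinetically over 30 min at 480 nm excitation, 540 nm emission. Reaction contained 100 nM EPAC1, 250 nM Rap1B-BODIPY-GDP, 50 uM GDP.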
FUS yeast rescue: qHTS for Suppressors of FUS Proteinopathy: Primary screen using FUS-linked yeast assay. Potency, µM (doses to about 76.6 µM), for inactives: at the highest dose growth rescue (activation), hits mostly activators. 390,000 tested, 0.24% active. S. cerevisiae FUS-expressing, growth rescue, OD600, 24 h. AID 1347120, 2019;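 further: plate controls were DMSO vehicle for no effect and reference control for full effect; nearly all actives have a fitted effect of over 55% in size; some results filed as inactive show a strong effect at the top dose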
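Restored growth of FUS-toxic S. cerevisiae, read as 600 nm absorbance after 24 h at 30C in galactose medium (starting OD 0.005). Controls CP55940 and DMSO.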
EPAC2 antagonist: qHTS for Antagonist of cAMP-regulated guanine nucleotide exchange factor 2 (EPAC2): primary screen; Rap guanine nucleotide exchange factor 4 (Homo sapiens), Q8WZA2; EPAC2 GEF exchange of Rap1B-BODIPY-GDP, fluorescence; Potency, µM (titrated, usually from 114 µM), inactives show at the highest dose activity, negative = inhibition, usual class: inhibitors; 360,000 tested, 0.18% active; further: on the % scale 0 is the no-effect control and ±100 the full control effect; nearly all actives have a fitted effect of over 45% in size; many of its hits are not listed in these tables
EPAC2 agonist: qHTS for Agonist of cAMP-regulated guanine nucleotide exchange factor 4 (EPAC2): primary screen; Rap guanine nucleotide exchange factor 4 (Homo sapiens), Q8WZA2; EPAC2 activation, biochemical qHTS; response scale: 100% = 6.5 mM cAMP response; Potency, µM (series often up to 154 µM), without a hit: at the top dose activation, actives largely listed as activators; 360,000 tested, 0.079% active; AID 720711, 2013; further: nearly all actives have a fitted effect of over 50% in size
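Readout is BODIPY fluorescence (480 nm excitation, 540 nm emission), which falls as labeled GDP is exchanged off Rap1B. EPAC2 at 100 nM acted on 250 nM RAP1B-BODIPY-GDP with 50 uM GDP present.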
* hit, by the source's call; i = inactive; ? = inconclusive; nt = not tested or not shown; [ ] = another dose, or the depositor's remark. The call rests on the fitted dose curve; in most records, active means well fitted curve in the direction sought with a large enough effect; inconclusive means small, poorly fitted or top-dose-only effect, or another doubt; inactive means no such curve, though single readings can be large; an effect the other way counts as inactive or inconclusive. Potency means the concentration at half of the fitted maximal effect.

Under each structure – PTHR1 ag	TDP-43 yeast inh	EPAC1 antagonist	aSyn yeast inh	EPAC1 agonist	FUS yeast rescue	EPAC2 antagonist	EPAC2 agonist
CCOc1ccc(NC(=O)NC2(C(=O)NCc3ccco3)CCCCC2)cc1
 : 26%	21%	3%	0%	-1%	-11%	0%	-3%
CCOc1ccccc1OCCCC(=O)NNC(=O)c1nn(C)c(=O)c2ccccc12
 : -1%	25%	10%	4%	3%	nt	8%	2%
O=C(Cc1ccc(Cl)cc1)NNC(=O)c1cnccn1
 : i	8%	4%	7%	-3%	7%	2%	-5%
O=C(Cn1c(NCCCO)nc2ccccc21)c1ccc(Cl)cc1Cl
 : i	-2%	-11%	3%	5%	8%	-8%	-4%
CCOc1ccc(Br)cc1S(=O)(=O)N1CCC(C(=O)O)CC1
 : -11%	-26%	6%	7%	10%	0%	-1%	13%
Cc1n(-c2ccccc2)c2ccc(Cl)cc2[n+]1CCO
 : -9%	-11%	0%	1%	3%	-3%	-5%	9%
CCn1cc(CN2CCN(CCc3ccccc3)C(CCO)C2)c(C)n1 (centres undefined)
 : -23%	-11%	-9%	1%	-6%	23%	15%	1%
COc1ccc(S(=O)(=O)Nc2ccccc2C(=O)N2CCCC2)cc1OC
 : -22%	-1%	-12%	-3%	12%	-23%	-2%	9%
O=C(O)c1ccc(N/N=C/c2c[nH]c3ccccc23)cc1
 : -31%[inhibitor]	17%	-27%	-1%	1%	-17%	8%	1%
O=C(CN1C(=O)c2ccccc2S1(=O)=O)NCc1ccccc1Cl
 : -12%	26%	8%	-1%	-1%	-21%	1%	13%
CCS(=O)(=O)N1Cc2ccccc2CC1C(=O)OCC(=O)Nc1ccc(SC(F)F)cc1 (centres undefined)
 : -18%[57.5 µM]	?	-9%	17%	0%	48%	-3%[57.1 µM]	0%
Cc1ccc(OCCCN(C)C)c(Br)c1
 : i	-9%	10%	0%	-7%	-10%	8%	-17%
CCCCCN(C(=O)CCC(=O)OCCOc1ccccc1)c1c(N)n(CCCC)c(=O)[nH]c1=O
 : i	10%	-8%	3%	3%	?	-5%	-17%
CCOC(=O)c1ccc(NC(=O)CSc2nc3c(c(=O)n2C)SC(C)C3)cc1 (centres undefined)
 : -29%	23%	6%	-2%	-2%	-10%	-4%	6%
O=C(NCCS(=O)(=O)N1CCN(c2ccccc2)CC1)c1cccc(F)c1
 : -27%	-25%	-9%	4%	2%	33%	5%	1%
O=C(c1cccc(Br)c1)N1CCN(C(=O)c2cccc(Br)c2)CC1
 : -8%	21%	0%	17%	6%	10%	0%	-6%
Cc1cc2cc(CCNC(=O)CCc3ccccc3)c(=O)[nH]c2cc1C
 : 2%	13%	11%	-2%	-4%	-11%	12%	9%
O=C(CC1CCCCC1)NCc1ccccc1Cl
 : -18%	0%	5%	10%	-10%	-23%	6%	3%
CCCN1CCC(=O)N([C@H](COc2ccccc2)c2ccccc2)CC1
 : i	-10%	-7%	-1%	-10%	-15%	-15%	8%
NC(=O)c1cc(S(=O)(=O)Nc2cccc(F)c2)co1
 : -55%[inhibitor]	13%	?	2%	0%	-22%	0%	4%
CCN(c1ccccc1)c1cc2ccccc2c(=O)[nH]1
 : -8%	?	?	-7%	-11%	20%	-14%	-16%
Cc1ccc(-c2cc(C(F)(F)F)n3ncc(C(=O)N4CCN(C)CC4)c3n2)cc1
 : -3%	-12%	3%	-10%	0%	-6%	15%	-13%
Cc1ccc(NC(=O)C2=C(O)c3sccc3N(C)S2(=O)=O)cc1
 : -14%	17%	3%	23%	3%	18%	-1%	-8%
COCCNc1nc(-c2cc(-c3ccccc3)on2)cc(C(C)C)n1
 : -23%	16µM*	-15%	-12%	11%	40%	-9%	16%
Cc1cccc(Cc2c(C)nc3c(C(=O)NCc4ccco4)cnn3c2C)c1
 : i	5%	-10%	10%	13%	13µM*	-4%	4%
CCN1c2ccccc2NC2C1C(C(C)=O)C(=O)N2c1ccc(Cl)cc1 (centres undefined)
 : -38%[inhibitor]	-19%	3%	24%	9%	?	5%	7%
O=C1C=C(c2ccc(F)nc2)CCC1
 : -24%	0%	7%	-8%	-14%	-10%	17%	2%
COCCn1c(CN2CCN(c3ccc(OC)cc3)CC2)nc2c1c(=O)n(C)c(=O)n2C
 : i	11%	0%	nt	0%	-9%	12%	6%
COc1ccc(-c2cnc3c(NC=O)cc(-c4ccc(S(C)(=O)=O)cc4)cn23)cc1OC
 : ?	3%	-13%	-10%	-12%	11%	7%	14%
O=C(Cn1cnc2c(nnn2Cc2ccc(F)cc2)c1=O)NCC1CCCO1 (centres undefined)
 : ?	-22%	-19%	-10%	3%	0%	-2%	5%

Compound profiles, from the list above.
`COCCn1c(CN2CCN(c3ccc(OC)cc3)CC2)nc2c1c(=O)n(C)c(=O)n2C` in the list: PTHR1 ag: i; TDP-43 yeast inh: 11%; EPAC1 antagonist: 0%; aSyn yeast inh: nt; EPAC1 agonist: 0%; FUS yeast rescue: -9%; EPAC2 antagonist: 12%; EPAC2 agonist: 6%
`O=C(Cn1cnc2c(nnn2Cc2ccc(F)cc2)c1=O)NCC1CCCO1` (centres undefined) in the list: PTHR1 ag: ?; TDP-43 yeast inh: -22%; EPAC1 antagonist: -19%; aSyn yeast inh: -10%; EPAC1 agonist: 3%; FUS yeast rescue: 0%; EPAC2 antagonist: -2%; EPAC2 agonist: 5%

New compounds follow.
Under each structure – PTHR1 ag	TDP-43 yeast inh	EPAC1 antagonist	aSyn yeast inh	EPAC1 agonist	FUS yeast rescue	EPAC2 antagonist	EPAC2 agonist
COc1ccc(NC(=O)CCC(=O)N2CCCC2)c([N+](=O)[O-])c1
 : i	15%	18%	1%	1%	0%	5%	8%
COc1ccc(CC(=O)Nc2cccc(/C(C)=N/NC(=O)c3cccc([N+](=O)[O-])c3)c2)cc1
 : i	21%	-3%	0%	5%	26%	-5%	8%
O=C(Cn1cnnn1)NC1CCCN(Cc2ccccc2F)C1 (centres undefined)
 : -28%	7%	1%	4%	7%	-28%	-7%	-5%
OC1(CN2CCOCC2)C2CN3CCN(C2)CC1(c1ccccc1)C3 (centres undefined)
 : ?	-10%	-11%	6%	-3%	11%	-13%	6%
O=[N+]([O-])c1cccc(CN2CCN(c3ncccn3)CC2)c1
 : i	-14%	0%	2%	-3%	-7%	4%	-4%
Cn1cccc1CC(=O)N/N=C/c1cccc2ccccc12
 : -7%	-16%	20%	-2%	-3%	41%	21%	-6%
Cc1ccc(NC(=O)C2CCN(S(=O)(=O)c3ccc4ccccc4c3)CC2)nc1
 : i	23%	-13%	0%	5%	-19%	-2%	5%
CN(C)C(=O)c1ccc(NC(=O)COC(=O)c2cc(S(=O)(=O)N(C)C)ccc2N2CCCC2)cc1
 : -21%	5%	7%	-2%	0%	19%	-13%	0%
CC(=O)Nc1cccc(C(=O)OCC(=O)c2ccccc2Cl)c1
 : -31%[inhibitor]	19%	-21%	7%	-4%	5%	2%	7%
O=C(NS(=O)(=O)c1ccc2ccc(S(=O)(=O)NCCSc3ccccc3)cc2c1)c1cccc2ccccc12
 : -7%	0%	56µM*	0%	-1%	?	?	3%
COc1ccccc1NC(=O)COC(=O)c1ccc2c(c1)OCCO2
 : i	-4%	-11%	-3%	0%	nt	0%	3%
CCC(NC(=O)CCc1nnc(-c2cc(C)on2)o1)C12CC3CC(CC(C3)C1)C2 (centres undefined)
 : i	28%	10%	-1%	-2%	nt	13%	-5%
CCCOC(=O)/C=C/c1c(C)[nH]c(=O)[nH]c1=O
 : i	2%	-8%	0%	6%	-5%	4%	6%
Cc1ccc(-c2ccc(=O)n(CC(=O)NCCN(C)C)n2)cc1
 : i	-11%	8%	-1%	2%	-13%	-1%	-1%
CC(C)(C)[C@@H]1COC(=O)[C@H](Cc2ccc(F)cc2)C/C=C\C[C@@H](CC(=O)N(CCO)Cc2ccccc2)C(=O)N1
 : -4%	12%	5%	9%	-9%	25%	-9%	-13%
Cc1ccsc1C(=O)NCC(c1cccs1)N1CCOCC1 (centres undefined)
 : i	3%	16%	1%	-21%	-19%	12%	8%
O=C(N[C@@H]1C/C=C\C[C@H](CC(=O)N(CCO)Cc2ccccc2)C(=O)N[C@@H](Cc2ccccc2)COC1=O)OCC1c2ccccc2-c2ccccc21
 : 6%	9%	-1%	7%	13%	32µM*	6%	-2%
OC(c1cccc(Cl)c1)c1nc(/C=C/c2ccccc2)cs1 (centres undefined)
 : -7%	8.9µM*	-14%	-14%	1%	7%	-4%	15%
Cc1ccc(CNC(=O)c2ccc(OCC(C)C)cc2)n1C
 : 19%	-3%	-23%	-3%	-22%	37%	-9%	-16%
COc1ccc(-c2nnc(NC(=O)CSc3ccc(C)cc3)s2)cc1OC
 : i	17%	-1%	3%	-7%	1%	-1%	-9%
O=C(N/N=C/c1ccccn1)C(=O)N1CCCCCC1
 : i	-13%	24%	-2%	-366%[inhibitor]	1%	10%	2%
CN(CCc1ccccn1)C(=O)c1cc(COc2ccc(F)cc2F)on1
 : -7%	-10%	12%	0%	0%	nt	3%	10%
COc1ccc(NC(=S)c2ccc3ccccc3n2)cc1
 : -16%	?	15%	-2%	-1%	-12%	1%	8%
CCOc1ccc(Cc2nnc(SCC(=O)Nc3ccc(C(C)=O)cc3)[nH]c2=O)cc1
 : i	19%	15%	-7%	8%	29%	0%	-11%
O=C(O)C1CCCCC1C(=O)NCc1ccc(F)cc1 (centres undefined)
 : -7%[57.5 µM]	-13%	-7%	-5%	7%	18%	0%	4%
Cn1c(N)c(C(=O)COC(=O)Cc2cccc(C(F)(F)F)c2)c(=O)n(C)c1=O
 : -9%	-8%	-4%	-3%	-17%	10%	-6%	2%
CC1Cc2ccccc2N1C(=O)Cn1cnc2c1c(=O)n(C)c(=O)n2C (centres undefined)
 : i	-37%[inhibitor]	-12%	-3%	3%	28%	6%	4%
Cc1ccc(S(=O)(=O)N2CCN(C(=O)COC(=O)c3ccc(C(C)(C)C)cc3)CC2)c(C)c1
 : i	1%	-12%	6%	-2%	1%	4%	4%
COc1ccc2c(C(=O)NCc3ccc4c(c3)OCO4)c(-c3ccc(S(C)(=O)=O)cc3)sc2c1
 : i	13%	?	3%	-2%	5%	-3%	2%

Some of the compounds tested; rates above refer to the full screens.
